uPA surface inh: inhibitors of cell surface uPA generation; AID 540303; 330,000 compounds, 0.31% hits; Potency, µM (highest dose often 38.3 µM), for inactives: at the highest dose activity change, negative = inhibition, hits mostly inhibitors; cell surface uPA generation assay, qHTS; active = well fitted inhibition curve with a large enough effect; inconclusive = small, poorly fitted or top-dose-only effect; inactive = no such curve, though single readings can be large or run the other way; tested in mouse RAW 264.7 cells; also: % is scaled to controls: 0 for no effect and ±100 for the full control effect; nearly all actives have a fitted effect of over 55% in size
RORgamma inh: inhibitors of mouse ROR gamma transcriptional activity | AID 2551 | P51450 | Drosophila S2 Gal4-RORgamma UAS-luciferase reporter, 20 h | 310,000 compounds, 5.4% hits | Potency, µM (highest dose often 53.6 µM), for the others: top-dose activity change, negative = inhibition, actives largely listed as inhibitors; also: % is scaled to controls: 0 for no effect and ±100 for the full control effect; nearly all actives have a fitted effect of over 60% in size
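ROR gamma transcriptional activity was tracked as Gal4-UAS luciferase output in stably transfected Drosophila Schneider cells, with compound added 1 hr before 700 uM copper sulfate induction and a 20 hr ambient-temperature incubation.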
Rab9 promoter act: activates the Rab9 promoter; Potency, µM (top dose mostly 9.22 µM), for the others: top-dose activation, negative = inhibition, actives largely listed as activators; Huh7 Rab9 promoter-luciferase reporter, luminescence, 24 h; AID 485297; 320,000 compounds, 2.8% hits; also: % of control where 0% means no effect; nearly all actives have a fitted effect of over 60% in size
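Cells were plated at 1500 per well in reduced-serum medium with 10% FBS and left 2 h. Compound in DMSO was then added for 24 h at 37 °C. Reporter signal was read by luminescence after 10 min with luciferase detection reagent.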
ELG1 genotox: genotoxicity induction in ELG1-luciferase HEK293T cells | HEK293T ELG1-luciferase reporter, luminescence, 16 h | Potency, µM (series often up to 46 µM), inactives show at the top dose activity change, positive = activation, actives largely listed as activators | 330,000 compounds, 1.3% hits | AID 504466; also: % of control where 0% means no effect; nearly all actives have a fitted effect of over 60% in size
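ELG1-luciferase HEK293T cells, 2,000/well; compound pinned in; 16 hr, 37 °C, 5% CO2; ONE-Glo, 30 min RT; luminescence on CCD imager.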
NPC1 prom act: NPC1 promoter activation; 320,000 compounds, 2.4% hits; Potency, µM (highest dose often 9.22 µM), for the others: at the highest dose activation, hits mostly activators; AID 485313; Huh7 NPC1 promoter luciferase reporter, 24 h;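 also: % of control where 0% means no effect; nearly all actives have a fitted effect of over 60% in size; reporter is driven by a mutant NPC1 promoter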
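Readout is luciferase luminescence, reflecting NPC1 promoter activation in stably transfected Huh7 cells after 24 h compound exposure at 37 °C in reduced-serum medium with 10% FBS.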
MLL CXXC-DNA inh: inhibitors of human MLL CXXC domain-DNA interaction | Potency, µM (titrated, usually from 115 µM), for inactives: at the highest dose activity change, negative = inhibition, usual class: inhibitors | 290,000 compounds, 0.037% hits | Q03164 | AID 2662 | MLL-CXXC / FITC-HOXA9 DNA fluorescence polarization; active = well fitted inhibition curve with a large enough effect in the polarisation, with a control signal flat, not every such curve was filed as active; inconclusive = small, poorly fitted or top-dose-only effect, or effect the other way, or a change in a side signal; inactive = no such curve, though single readings can be large or run the other way; the % refers to the polarisation
Target sequence (Q03164 whole entry, looked up, the tested form may be a part): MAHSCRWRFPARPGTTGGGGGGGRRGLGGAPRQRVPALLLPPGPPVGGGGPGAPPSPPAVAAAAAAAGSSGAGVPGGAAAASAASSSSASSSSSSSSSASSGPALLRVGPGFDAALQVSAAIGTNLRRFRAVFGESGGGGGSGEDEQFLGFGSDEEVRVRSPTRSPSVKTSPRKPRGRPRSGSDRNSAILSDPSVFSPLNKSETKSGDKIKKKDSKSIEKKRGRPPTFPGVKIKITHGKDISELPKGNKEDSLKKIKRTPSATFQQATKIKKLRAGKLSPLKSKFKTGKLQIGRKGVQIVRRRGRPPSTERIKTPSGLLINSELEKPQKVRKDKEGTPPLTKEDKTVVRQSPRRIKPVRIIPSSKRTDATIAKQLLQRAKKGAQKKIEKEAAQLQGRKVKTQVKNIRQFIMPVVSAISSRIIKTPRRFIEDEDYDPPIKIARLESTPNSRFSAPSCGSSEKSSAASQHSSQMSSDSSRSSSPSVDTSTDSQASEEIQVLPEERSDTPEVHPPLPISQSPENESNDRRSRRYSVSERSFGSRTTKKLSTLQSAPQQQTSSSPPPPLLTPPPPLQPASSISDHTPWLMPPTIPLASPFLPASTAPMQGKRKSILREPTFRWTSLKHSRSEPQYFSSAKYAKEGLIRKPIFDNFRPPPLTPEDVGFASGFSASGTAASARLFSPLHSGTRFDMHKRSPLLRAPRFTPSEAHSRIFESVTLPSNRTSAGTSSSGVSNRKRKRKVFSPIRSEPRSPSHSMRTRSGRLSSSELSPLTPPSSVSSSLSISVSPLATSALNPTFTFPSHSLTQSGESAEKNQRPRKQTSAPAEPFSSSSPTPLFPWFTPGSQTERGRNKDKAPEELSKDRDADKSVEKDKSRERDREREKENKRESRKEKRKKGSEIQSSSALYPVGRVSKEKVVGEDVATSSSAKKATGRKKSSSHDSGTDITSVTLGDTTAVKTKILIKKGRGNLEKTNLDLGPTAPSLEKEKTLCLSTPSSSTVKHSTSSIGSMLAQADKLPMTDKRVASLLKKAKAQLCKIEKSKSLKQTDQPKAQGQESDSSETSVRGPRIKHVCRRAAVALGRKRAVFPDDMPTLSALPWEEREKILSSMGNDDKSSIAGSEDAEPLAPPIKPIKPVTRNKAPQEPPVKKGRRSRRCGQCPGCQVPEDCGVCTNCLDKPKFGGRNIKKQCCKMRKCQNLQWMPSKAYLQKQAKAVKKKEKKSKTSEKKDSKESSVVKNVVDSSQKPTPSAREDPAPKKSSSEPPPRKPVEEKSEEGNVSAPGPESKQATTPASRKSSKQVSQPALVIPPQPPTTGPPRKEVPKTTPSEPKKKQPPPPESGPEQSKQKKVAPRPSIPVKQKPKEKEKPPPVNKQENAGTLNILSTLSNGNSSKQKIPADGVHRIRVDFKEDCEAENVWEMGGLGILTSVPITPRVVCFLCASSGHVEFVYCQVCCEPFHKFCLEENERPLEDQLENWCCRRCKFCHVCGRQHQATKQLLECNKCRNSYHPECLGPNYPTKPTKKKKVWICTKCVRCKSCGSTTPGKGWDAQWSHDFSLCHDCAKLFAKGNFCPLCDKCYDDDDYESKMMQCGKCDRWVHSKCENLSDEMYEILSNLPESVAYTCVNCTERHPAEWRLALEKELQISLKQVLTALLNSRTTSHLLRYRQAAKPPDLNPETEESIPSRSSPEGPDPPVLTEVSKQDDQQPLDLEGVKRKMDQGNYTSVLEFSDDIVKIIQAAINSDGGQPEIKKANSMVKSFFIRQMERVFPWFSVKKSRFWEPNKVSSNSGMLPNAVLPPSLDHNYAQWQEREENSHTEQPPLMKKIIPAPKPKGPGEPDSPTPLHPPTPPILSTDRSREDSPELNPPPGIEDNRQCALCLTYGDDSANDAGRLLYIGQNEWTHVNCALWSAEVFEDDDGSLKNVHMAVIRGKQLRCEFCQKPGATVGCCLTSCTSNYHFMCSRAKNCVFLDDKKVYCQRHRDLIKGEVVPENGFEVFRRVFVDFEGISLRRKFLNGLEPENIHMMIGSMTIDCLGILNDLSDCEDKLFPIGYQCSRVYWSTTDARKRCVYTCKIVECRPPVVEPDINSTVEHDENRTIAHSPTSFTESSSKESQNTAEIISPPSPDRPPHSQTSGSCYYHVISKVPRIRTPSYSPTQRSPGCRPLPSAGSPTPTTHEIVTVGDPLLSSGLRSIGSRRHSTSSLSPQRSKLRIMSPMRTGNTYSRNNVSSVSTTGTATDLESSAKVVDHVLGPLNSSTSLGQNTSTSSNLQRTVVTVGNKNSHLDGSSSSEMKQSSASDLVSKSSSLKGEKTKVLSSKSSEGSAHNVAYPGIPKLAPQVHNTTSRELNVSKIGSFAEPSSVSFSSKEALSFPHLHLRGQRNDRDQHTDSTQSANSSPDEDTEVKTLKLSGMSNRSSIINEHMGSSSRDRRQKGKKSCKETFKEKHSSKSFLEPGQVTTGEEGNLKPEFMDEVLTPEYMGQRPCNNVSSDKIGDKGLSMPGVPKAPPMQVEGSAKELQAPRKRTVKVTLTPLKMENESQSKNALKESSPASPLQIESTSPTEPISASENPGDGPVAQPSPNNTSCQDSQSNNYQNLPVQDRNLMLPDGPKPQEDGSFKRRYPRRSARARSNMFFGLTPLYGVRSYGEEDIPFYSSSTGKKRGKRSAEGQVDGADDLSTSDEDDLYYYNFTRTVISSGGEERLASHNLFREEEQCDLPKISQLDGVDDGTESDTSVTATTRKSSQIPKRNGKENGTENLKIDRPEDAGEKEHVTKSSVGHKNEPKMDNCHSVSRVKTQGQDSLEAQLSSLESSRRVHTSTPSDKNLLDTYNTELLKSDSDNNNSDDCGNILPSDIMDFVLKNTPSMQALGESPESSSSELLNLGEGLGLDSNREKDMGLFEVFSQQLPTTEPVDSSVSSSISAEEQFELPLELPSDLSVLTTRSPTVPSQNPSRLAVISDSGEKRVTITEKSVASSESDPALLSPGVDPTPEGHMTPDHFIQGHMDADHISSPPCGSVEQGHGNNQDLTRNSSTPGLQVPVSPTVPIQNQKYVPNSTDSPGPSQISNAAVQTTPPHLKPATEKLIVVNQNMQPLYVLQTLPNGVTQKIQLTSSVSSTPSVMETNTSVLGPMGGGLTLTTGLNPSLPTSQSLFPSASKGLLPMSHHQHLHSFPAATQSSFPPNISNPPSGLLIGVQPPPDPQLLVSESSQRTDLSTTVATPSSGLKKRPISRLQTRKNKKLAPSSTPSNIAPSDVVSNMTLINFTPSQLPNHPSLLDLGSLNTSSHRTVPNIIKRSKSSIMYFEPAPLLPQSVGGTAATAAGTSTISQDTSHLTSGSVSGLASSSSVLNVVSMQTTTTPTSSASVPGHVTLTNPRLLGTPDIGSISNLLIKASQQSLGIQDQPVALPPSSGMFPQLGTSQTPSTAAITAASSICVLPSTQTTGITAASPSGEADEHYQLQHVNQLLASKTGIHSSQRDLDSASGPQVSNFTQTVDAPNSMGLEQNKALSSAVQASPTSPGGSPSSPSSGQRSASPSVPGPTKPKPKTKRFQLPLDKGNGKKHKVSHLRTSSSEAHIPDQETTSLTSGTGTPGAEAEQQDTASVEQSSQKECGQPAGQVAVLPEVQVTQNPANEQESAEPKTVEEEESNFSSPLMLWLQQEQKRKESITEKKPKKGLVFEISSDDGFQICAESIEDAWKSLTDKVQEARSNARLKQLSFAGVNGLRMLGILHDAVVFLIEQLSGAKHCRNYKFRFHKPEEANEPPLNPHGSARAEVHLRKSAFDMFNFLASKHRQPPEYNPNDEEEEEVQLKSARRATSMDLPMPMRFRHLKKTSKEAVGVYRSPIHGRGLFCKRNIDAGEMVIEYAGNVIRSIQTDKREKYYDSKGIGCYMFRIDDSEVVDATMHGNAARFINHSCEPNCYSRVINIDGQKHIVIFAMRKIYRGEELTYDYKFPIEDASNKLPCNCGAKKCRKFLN
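Fluorescence polarization: 7 uM MLL-CXXC (stock) preincubated 5 min with compounds, then 50 nM fluorescein-HOX-A9 DNA (stock) added; 30 min ambient. Buffer 50 mM Tris-HCl pH 7.5, 50 mM NaCl, 1 mM DTT, 0.05% BSA.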
VP16 counter: Gal4-VP16 reporter inhibition counter-screen | 310,000 compounds, 3.5% hits | Potency, µM (titrated, usually from 53.6 µM), for the others: at the top dose activity, negative = inhibition, hits mostly inhibitors | Drosophila S2 Gal4-VP16 UAS-luciferase, luminescence, 20 h;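 also: Gal4-VP16 expression switched on by copper sulfate through the metallothionein promoter; % is scaled to controls: 0 for no effect and ±100 for the full control effect; nearly all actives have a fitted effect of over 50% in size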
BRCA1 expr up: BRCA1 expression activation | MCF7-BRCA1-FFLuc reporter, luminescence, 48 h; response scale: scaled: vehicle 0%, 10 µM genistein 100% | Potency, µM (top dose mostly 46.1 µM), without a hit: at the highest dose activation, usual class: activators | 380,000 compounds, 1.1% hits | AID 624202; also: nearly all actives have a fitted effect of over 80% in size; some results filed as inactive show a strong effect at the top dose
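Cells: MCF7-BRCA1-FFLuc, 2000/well. Exposure: 48 h, 37 °C, 5% CO2. Read: luminescence, 15 min post-substrate. Controls: genistein 10 microM (maximal activation), DMSO (neutral).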
FLuc counter: firefly luciferase modulation, counter-screen for miR-21 project. AID 588342. Potency, µM (titrated, usually from 57.5 µM), for the others: at the highest dose activity change, negative = inhibition, most hits filed as inhibitors. purified FLuc, Km substrates, luminescence inhibition. 360,000 compounds, 6.9% hits. P08659;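 also: plate controls were vehicle for no effect and reference inhibitor for full effect; nearly all actives have a fitted effect of over 55% in size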
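Purified P. pyralis luciferase, 10 nM final, with Km-level 10 uM D-luciferin and 10 uM ATP in 50 mM Tris acetate pH 7.5, 10 mM Mg acetate, 0.01% Tween-20, 0.05% BSA; 6-point qHTS titration about 60 µM downward; luminescence read.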
p53 reactivation: re-activators of mutant p53; H1299 p53-A138V BP100-luciferase reporter, luminescence, 24 h; Potency, µM (top dose mostly 92.2 µM), for the others: at the highest dose activity change, positive = activation, hits mostly activators; 320,000 compounds, 0.063% hits; also: % of control where 0% means no effect; nearly all actives have a fitted effect of over 45% in size
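p53-null H1299 cells stably carrying temperature-sensitive p53-A138V and a BP100-luciferase reporter were pinned with compounds (4-point, 1:5 series) and held 24 hrs at 37 deg C. Luminescence was read 10 min after detection reagent.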
MBNL1-CUG inh: MBNL1-poly(CUG) RNA binding inhibition; Q9NR56; TR-FRET MBNL1-His/biotin-(CUG)12 binding, 665/545 ratio; Potency, µM (top dose mostly 57.5 µM), without a hit: at the top dose activity change, negative = inhibition, hits mostly inhibitors; 280,000 compounds, 0.036% hits; AID 2675; active = well fitted inhibition curve with a large enough effect in the signal ratio, with a control signal flat, not every such curve was filed as active; inconclusive = small, poorly fitted or top-dose-only effect, or effect the other way, or a change in a side signal; inactive = no such curve, though single readings can be large or run the other way; the % refers to the signal ratio; also: % is scaled to controls: 0 for no effect and ±100 for the full control effect
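Compounds (final 92 nM to 58 uM) are added to His-tagged MBNL1 and biotin-(CUG)12, then terbium anti-His antibody and streptavidin-XL665 (5 nM final). After 60 min at room temperature, the 665/545 nm ratio is read.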
An asterisk follows results filed as active; ? = inconclusive; . = no result given; [ ] = remark or other dose. Unless noted, calls follow the shape of the dose curve; as a rule, active = well fitted curve in the direction sought with a large enough effect; inconclusive = small, poorly fitted or top-dose-only effect, or another doubt; inactive = no such curve, though single readings can be large; an effect the other way counts as inactive or inconclusive. Potency is read from the fitted curve at half-maximal effect. Not all compounds are listed, so the mix of outcomes need not match the whole.

SMILES	uPA surface inh	RORgamma inh	Rab9 promoter act	ELG1 genotox	NPC1 prom act	MLL CXXC-DNA inh	VP16 counter	BRCA1 expr up	FLuc counter	p53 reactivation	MBNL1-CUG inh
Oc1ccc(Cl)cc1CNCC1CCCO1 (stereo not given)	-2%	-17%	2%	-2%	1%	3%	20%	-1%	4%	5%	-1%
C/C(=N\OCC(=O)Nc1ccc2c(c1)OCCO2)c1ccc2c(c1)OCCO2	-1%	?	5%	1%	2%	2%	5%	11%	19µM*	29%	-17%
O=C(NC1CCCCCC1)C1CC(=O)N(Cc2ccccc2)C1 (stereo not given)	3%	?	5%	0%	10%	-6%	7%	9%	-2%	-3%	-10%
O=C(Cn1c2ccc(F)cc2c2nc3n(c(=O)c21)CCS3)Nc1ccc(Cl)cc1F	10%	40%	-1%	2%	-2%	-5%	?	-39%	-2%	-1%	18%
CCSCc1nnc(SCC(=O)Nc2nccs2)n1CC	-1%	-27%	1%	-3%	-1%	3%	1%	-23%	-2%	7%	-3%
Cc1ccc(S(=O)(=O)N2CCC(C(=O)OC(C)C(=O)NCc3ccc4c(c3)OCO4)CC2)cc1 (stereo not given)	.	20%	3%	0%	-3%	-1%	-6%	-5%	12%	-5%	-4%
O=C(OCC(CO)OC(CO)n1ccc(=O)[nH]c1=O)c1ccccc1 (stereo not given)	-6%	10%	-2%	-4%	1%	-8%	-10%	2%	-5%	-14%	-1%
Cc1cccnc1NC(=O)CCc1nnc2ccc(N3CCC4(CC3)OCCO4)nn12	3%	-6%	0%	3%	0%	9%	1%	4%	-1%	0%	8%
O=C(NCCCN1CCOCC1)c1cccc(S(=O)(=O)N2CCOCC2)c1	-2%	.	3%	0%	-9%	.	.	2%	7%	-1%	.
O=C(Oc1ccc(/C=N/NC(=O)c2ccco2)cc1)c1ccccc1	-17%	.	?	?	22%	.	.	79%	-14%	25%	.
Cc1cc(C)n(C(=O)CNC(=O)c2ccccc2Br)n1	0%	9%	-2%	0%	1%	7%	-7%	4%	?	-7%	-4%
CS(=O)(=O)N1CCN(c2ccc(NC(=O)c3cc4ccccc4o3)cc2)CC1	9%	.	?	?	?	28%	.	13%	-13%	.	2%
COCCCNC(=S)NNC(=S)Nc1ccc(OC)cc1	-4%	-1%	4%	0%	-3%	-6%	-1%	26%	-1%	1%	-2%
NC(=O)c1nsc(C(=O)N(c2cccc(F)c2)C(C(=O)NCc2ccccc2)c2ccc(O)cc2)c1N (stereo not given)	.	6%	3%	-23%	-1%	-14%	7%	-27%	-1%	7%	?
CCC(C(=O)NCCCN1CCCCCC1)n1nc(C)c2sc3ccccc3c2c1=O (stereo not given)	-4%	-1%	0%	0%	0%	50%[activator]	-3%	1%	1%	-3%	-5%
Cc1ccsc1/C=N\NC(=O)CCc1c(C)n[nH]c1C	-5%	-22%	-10%	-3%	-2%	8%	0%[10 µM]	27%	4%	-1%	7%
CCOC(=O)c1cc(C(=O)OCC)c2cc(Br)ccc2n1	.	-2%	7%	-5%	1%	-7%	-1%	11%	3%	-3%	?
CCOC(=O)c1c(N)sc2c1CCS(=O)(=O)C2	-1%	-7%	3%	-3%	-1%	-5%	-9%	-1%	3%	1%	5%
CC(C)COC(=O)N1CC(O)CC1C(=O)O (stereo not given)	1%	-1%	2%	3%	-1%	6%	-8%	-2%[1.84 µM]	-1%	-3%	8%
CCCn1nnnc1NC(=O)c1ccc2ccccc2c1	0%	1.6µM*	-2%	0%	2%	-5%	1µM*	-5%	1%	23%	.
COc1nc(NC(C)(C)C)nc(Oc2ccc(=O)n(C)n2)n1	-10%	18%	0%	2%	-1%	-3%	3%	-8%	0%	-1%	15%
NC(=O)CNC(=O)c1ccc(Cl)cc1	1%	-17%	-1%	0%	2%	-3%	6%	-18%	0%	0%	-6%
C/C(=N/NC(=O)c1ccoc1C)C12CC3CC(CC(C3)C1)C2	-7%	-26%	4%	?	1%	-7%	26%	9%	?	?	1%
CC1CCN(S(=O)(=O)c2cccc(C(=O)O)c2)CC1	.	-29%	-3%	0%	0%	-2%	2%	10%	2%	-2%	-5%
CCOc1ccc(CCN2CN(CC)CNC2=S)cc1OCC	-8%	13µM*	-4%	-2%	-1%	9%	?	-1%	-5%	4%	-6%
COc1ccccc1C1CN(c2ccccc2)N=C1c1cccs1 (stereo not given)	-5%	-2%	-4%	0%	1%	27%	7%	-1%	-16%	1%	-8%
FC(F)(F)c1cc(NCc2cccs2)n2ncnc2n1	-5%	13%	-3%	-6%	-1%	5%	-9%[0.365 µM]	-1%	14%	3%	-10%
Cn1c(=O)c2c(nc(CN3CCC(C(N)=O)CC3)n2CCc2ccccc2)n(C)c1=O	-2%	-11%	-4%	0%	-4%	-15%	5%	2%	3%	-25%	-6%
Cc1ccc(NC(=O)CC2(CC(=O)O)CCCC2)c(C)c1	2%	-21%	-12%	-1%	-4%	2%	7%	-5%	-1%	-2%	-7%
CC1CCN(C(=O)c2cc(-c3ccc4c(c3)OCO4)on2)CC1	-3%	?	1.1µM*	2.9µM*	0.63µM*	43%[activator]	-28%	?	2.7µM*	?	-4%
C#CCOCCOCCOCCNc1nc(N2CCN(C(=O)Cn3cc(CC(C)O)nn3)CC2)nc(N2CCN(C(=O)[C@H]([C@@H](C)CC)n3cc(CCCN=C(N)N)nn3)CC2)n1 (stereo not given in full)	-5%	-7%	-5%	2%	-3%	8%	2%	32%	1%	-2%	12%
COc1ccc(NC(=O)COC(=O)C2CCC2)cc1Cl	14%	-2%	-3%	7%	1%	-11%	-8%	3%	0%	10%	-3%
Cc1nnc(SCC(=O)Nc2ccc(N3CCN(S(C)(=O)=O)CC3)cc2)o1	-9%	-23%	0%	-5%	11%	10%	0%	-9%	-1%	-1%	-1%
CCOc1ccc(OCCC(=O)Nc2ccc3c(c2)OCO3)cc1	-12%	.	0%	-1%	-1%	.	.	-6%	-4%	-1%	.
Cc1cccc(N2CCN(C(=O)C34CC5CC(CC(C5)C3)C4)CC2)c1C	0%	12%	0%	0%	12%	-3%	-1%	-64%	-1%	-3%	3%
COc1ccc(OC)c(CCNC(=O)Cn2cccc2C(=O)c2ccccc2)c1	-4%	-14%	-2%	0%	-1%	10%	-1%	-5%	1%	-8%	2%
O=C(COC(=O)/C=C/c1ccc(Cl)c(Cl)c1)NC1CCS(=O)(=O)C1 (stereo not given)	4%	.	-3%	2%	-3%	.	.	-4%	0%	1%	.
OC(CNCc1ccc(-c2ccccc2)cc1)c1ccccc1 (stereo not given)	-18%	-44%	-14%	-2%	-3%	13%	-11%	-21%	6%	-4%	1%
COc1ccc(C(C(=O)Nc2ccc(C(C)C)cc2)N(Cc2ccco2)C(=O)CC2NC(=O)NC2=O)cc1 (stereo not given)	10%	?	0%	-4%	-1%	-4%	2%[10 µM]	-36%	-8%	-6%	-7%
Cc1ccc(S(=O)(=O)N2CCN(Cc3cc(C(C)(C)C)ccc3O)CC2)cc1	?	?	0%	-8%	-2%	-7%	?	-16%	2%	.	1%
COc1cc(Nc2nc3ccc(Cl)cc3n3cnnc23)cc(OC)c1OC	-4%	-5%	0%	1%	1%	?	-7%	-8%	-4%	-2%	-3%
O=C(CSc1cn[nH]n1)Nc1ccccc1C(=O)O	2%	0%	-4%	1%	3%	6%	6%	-12%	-1%	4%	-7%
COc1ccccc1NC(=S)NCc1ccc(Cl)cc1	-3%	11µM*	?	-1%	20%	-3%	8.9µM*	0%	-2%	.	1%
COC(=O)c1ccc(OCCCCN(C)Cc2ccccc2)cc1	5%	11%[1.91 µM]	-1%	0%	1%	-1%	5%	-9%	-11%	1%	-1%
O=C(CSc1nnc(CCc2nc3ccccc3[nH]2)n1-c1ccccc1)NCc1ccco1	1%	7%	1%	-3%	0%	-15%	9%	-2%	0%	0%	-18%
CCCCOc1c(Cl)cc(C(=O)N2CCN(CC(=O)N3CCCC3)CC2)cc1OCC	11%	.	0%	-1%	-2%	.	.	-13%	-2%	-6%	.
O=C(Nc1cc(Cl)cc(Cl)c1)C(NCC1CCCO1)c1ccccc1 (stereo not given)	-9%	16%	-3%	-2%	0%	1%	-3%	-16%	9%	-1%	-5%
